Source: PubChem BioAssay
BRCA1 expr act = qHTS Assay to Identify Small Molecule Activators of BRCA1 Expression. MCF7-BRCA1-FFLuc reporter, luminescence, 48 h; response scale: scaled: vehicle 0%, 10 µM genistein 100%. Potency, µM (series often up to 46.1 µM), for the others: at the highest dose activation, most hits filed as activators. 380,000 compounds, 1.1% hits; active = well fitted activation curve with a large enough effect; inconclusive = small, poorly fitted or top-dose-only effect; inactive = no such curve, though single readings can be large or run the other way; also: nearly all actives have a fitted effect of over 80% in size; some results filed as inactive show a strong effect at the top dose
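Luminescence from a BRCA1-driven firefly luciferase in MCF7 cells was read after 48 h compound exposure at 37 C. Data normalized against DMSO and a 10microM genistein activation control, then curve-fitted across the titration.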
An asterisk follows results filed as active; ? = inconclusive. Potency is read from the fitted curve at half-maximal effect. This is a subset; count on the stated rates, not on these rows.

SMILES	BRCA1 expr act
Cc1cccc(C)c1NC(=O)C(c1ccccc1)N1CCN(c2ccc(C(F)(F)F)cn2)CC1 (configuration not stated)	-3%
Cc1ccn2c(NCc3ccco3)c(-c3ccccc3)nc2c1	?
CC(C)C[C@H]1CN([C@@H](Cc2ccc(O)cc2)CN2CCC[C@@H]2CN2C(=S)NC[C@@H]2Cc2ccccc2)C(=S)N1CC1CCCCC1	-56%
COc1ccccc1-c1noc2c1C(=O)N(Cc1cn(C3CCCC3)nn1)CC2	6%
COc1ccccc1CNC(=O)c1cc(-c2cc(F)ccc2OC(C)C)n[nH]1	-35%
COc1ccc(-c2nn3c(-c4cc(C)[nH]n4)nnc3s2)cc1	16%
CCc1cccc(-n2c(C)nc3c(cnn3-c3ccc(Cl)cc3)c2=O)c1	-36%
Cc1nc(-c2ccc(S(=O)(=O)NCc3ccccc3Cl)cc2)co1	-8%
O=C(Nc1ccncc1)c1cnn2c1NC(=C1CC1)C=C2C(F)F	13%
CC1(C)OC(=O)C2=C(C[C@@H](C3CCCC3)O[C@H]2CCc2cccc(Cl)c2)O1	7%
CCNC(=O)C1CCCN(C(=O)c2ccc(C#N)cc2)CC1 (configuration not stated)	-23%
CCOC(=O)c1cc(-c2ccc(C)cc2)n(CC(=O)Nc2cc(C)ccc2C)c1C	0%
O=C(c1ccc(-c2ccccc2)cc1)N1CCN(c2ccc3c(c2)C2CC3CCN2C(=O)OCc2ccccc2)CC1 (configuration not stated)	-6%
Cc1cccc(-c2nn3c(=O)cc(CN4CCN(S(=O)(=O)c5ccc(Cl)cc5)CC4)nc3s2)c1	0%
CCN(CC)c1ccc(NC(=O)c2c(C)nn(-c3ccc(F)cc3)c2-n2cccc2)c(C)c1	-27%
C[C@@H](c1ccccc1)N1C[C@@H](COCc2ccccc2)Oc2cc(N3CC[C@@H](N(C)C)C3)ccc2S1(=O)=O	-36%
CCCc1nc2c3ccccc3ccn2c1CC(C)(C)C	-18%
CCNC(=O)C1(C)CCCN(C(=O)c2ccccc2Br)C1 (configuration not stated)	17%
Cc1ccccc1OCc1cc(=O)n2c(-c3ccccc3)csc2n1	35%
COc1ccc(Cc2c(-c3cccc(Cl)c3)nc3c(C)cc(Br)cn23)c(C)c1	-65%
Cc1ccc(-c2noc(-c3cccnc3NCc3ccco3)n2)cc1	0%
CC(C)NC(=O)c1ccc(Cn2c(SCC(N)=O)nc3ccccc3c2=O)cc1	2%
Cc1ccc(N2CCN(C(=O)c3c(C)oc4ncn(CC(C)C)c(=O)c34)CC2)c(C)c1	0%
CC(C)C[C@@H](CN1CCC[C@H]1CN1C(=O)C(=O)NC[C@@H]1Cc1ccccc1)N1C[C@H](Cc2ccc(O)cc2)N(CCc2ccccc2)C(=O)C1=O	-35%
CCOC(=O)[C@]12CCCC=C1N(Cc1ccco1)C(=O)[C@H](CC(=O)NCCc1ccccc1OC)C2	-14%

Next structures
SMILES	BRCA1 expr act
CCOC(=O)[C@]12CCCC=C1N(Cc1ccc(Cl)cc1Cl)C(=O)[C@H](CC(=O)N1CCSCC1)C2	18%
CC(C)C[C@H]1CNC(=O)C(=O)N1C[C@@H]1CCCN1C[C@H](Cc1ccccc1)N1C[C@H](Cc2ccccc2)N(CC2CCCCC2)C(=O)C1=O	-23%
COc1ccc(CNC(=O)C2Cc3c(-c4cccc(C(C)=O)c4)ccnc3O2)cc1OC (configuration not stated)	-35%
c1ccc2[nH]c(CCCCCc3nc4ccccc4[nH]3)nc2c1	-7%
Cc1cccc(NC(=O)CSc2nc(=O)n(Cc3cccnc3)c3c2CCC3)c1C	0%
CC1=C(C(=O)Nc2ccccc2)C(c2ccncc2)n2nc(SCc3ccccc3F)nc2N1 (configuration not stated)	7%
CC(C)(C(=O)N1CCC1(C)C(=O)Nc1ccccc1Br)c1ccccc1 (configuration not stated)	2%
COc1ccc(C(C)=O)cc1Cn1c(C)c(C(=O)NCc2ccc(C(F)(F)F)cc2)sc1=O	-24%
O=C(CN1C(=O)COc2ccc(S(=O)(=O)N3CCCCCC3)cc21)N1CCN(c2cccc(C(F)(F)F)c2)CC1	6%
COC(=O)c1ccc(NC(=O)CCc2c(C)nc3c(-c4ccccc4)c(C)nn3c2C)cc1	-45%
COc1cc(CN(C(=O)COc2ccccc2Cl)c2ccccn2)cc(OC)c1OC	0%
CCc1nc2ccc(C(=O)NCCOc3ccc(OC)cc3)cn2c1N(C)C(=O)C1CCCCC1	32%
COc1ccc(NC(=O)c2nnn(CC(=O)Nc3cc(C)cc(C)c3)c2N)c(OC)c1	0%
CCc1cccc(C)c1NC(=O)CN1C(=O)C2(SCC(=O)N2c2cc(C)cc(C)c2)c2ccccc21 (configuration not stated)	-39%
CCc1ccc(C(O)c2ncc(-c3cccc(C(F)(F)F)c3)[nH]2)cc1 (configuration not stated)	-7%
CCCc1c(-c2ccc(Cl)cc2)ncn1CCc1ccccc1OC	-45%
CCc1ccccc1N1C(=O)N(Cc2cccc(Cl)c2)c2ccccc2S1(=O)=O	-27%
O=C(CSc1nc2ccccc2n1Cc1cccc(C(F)(F)F)c1)NCc1ccccc1	0%
CC1(C(=O)O)CCCN1C(=O)c1cccc(F)c1 (configuration not stated)	13%
O=C(c1ccc(-c2ccccc2)cc1)N1CCC2CC1c1cc(-c3ccc4c(c3)OCO4)ccc12 (configuration not stated)	0%
Cc1ccc(Cn2c(C)c(C(=O)NCc3cccc(C(F)(F)F)c3)sc2=O)cc1	3%
CCCCN(C=O)c1c(CC)nc2ccc(C(=O)N(C)Cc3ccccc3)cn12	-1%
CCn1c(=O)c2cc(C(=O)N(CCCOC(C)C)Cc3ccco3)sc2c2ccccc21	-16%
CCOC(=O)C1=CCN(S(=O)(=O)c2ccc(C)cc2)C1c1cccs1 (configuration not stated)	8%
O=C1NC[C@H](CCCCN2C[C@H](Cc3ccc(O)cc3)N(CCC3CCCCC3)C(=O)C2=O)N(CCc2ccc(O)cc2)C1=O	12%

An excerpt from above in order of length of the SMILES, ascending.
SMILES	BRCA1 expr act
CC(C)(C(=O)N1CCC1(C)C(=O)Nc1ccccc1Br)c1ccccc1 (configuration not stated)	2%
CCc1nc2ccc(C(=O)NCCOc3ccc(OC)cc3)cn2c1N(C)C(=O)C1CCCCC1	32%
COc1ccc(C(C)=O)cc1Cn1c(C)c(C(=O)NCc2ccc(C(F)(F)F)cc2)sc1=O	-24%

(cont.)
SMILES	BRCA1 expr act
COc1ccc(-c2csc(Nc3ccc(Oc4ccccc4)cc3)n2)cc1	-19%
CC1(C(=O)NS(=O)(=O)c2cccc(C#N)c2)CCN1C(=O)CCc1ccccc1 (configuration not stated)	8%
CCS(=O)(=O)N1CCc2cc(C(=O)N3CCN(c4ccc(OC)cc4)CC3)ccc21	0%
COc1ccc(-c2nc3ccc(C)cn3c2Cc2ccc(C)cc2)cc1OC	14%
CCOc1ccc(S(=O)(=O)n2nc(C)c(S(=O)(=O)N3CCCCCC3)c2C)cc1	1%
CCOC(=O)c1c(C)[nH]c(C)c1S(=O)(=O)N(C)CC(=O)N1CCN(c2ccc(Cl)cc2)CC1	-15%
Cc1cc(C)cc(CC(=O)N2CCC2(C)C(=O)NS(=O)(=O)c2ccc(Br)cc2)c1 (configuration not stated)	-2%
Cc1cn(CC(=O)NCc2nc3ccccc3[nH]2)c(=O)[nH]c1=O	14%
Cc1nn2c(=O)cc(COC(=O)Cc3ccccc3)nc2s1	3%
CCCc1nc2ccc(C)cn2c1Cc1ccccc1C(F)(F)F	-24%
CC(C)CN1CCC1(C)C(=O)Nc1cc(-c2ccccc2)nn1C (configuration not stated)	-16%
Cc1ccc(NC(=O)CSc2nc3ccc(NC(=O)c4cccs4)cc3s2)cc1	12%
CN(C)S(=O)(=O)c1ccc2c(c1)N(CC(=O)N1CCC(C(N)=O)CC1)CCS2	6%
CCc1ccccc1NC(=O)Cn1c(SCc2ccc(F)cc2)nc2ccncc21	15%
Fc1ccc(-c2noc3ncnc(NC4CCCCC4)c23)cc1	3%
C/C=C/c1cccc(-c2nc(C(=O)N3CCCCC3)cc3c2[C@@H](CCO)N(C(=O)NC(C)C)C3)c1	2%
Cc1ccc(S(=O)(=O)N2C[C@H]3[C@H]4C(=O)N(Cc5ccccc5)C(=O)[C@H]4CC(=O)[C@H]3[C@@H]2c2ccccc2F)cc1	-14%
CCN1CCN(C(=O)c2ccc3c(c2)N(Cc2cc(C)ccc2C)C(=O)c2ccccc2S3=O)CC1 (configuration not stated)	-15%
CCCCN(CC)CCCNC(=O)c1cc2c(=O)oc3ccc(C)cc3c2s1	-1%
CC(O)C(NC(=O)OCc1ccccc1)C(=O)NCC(=O)NCC(=O)OCc1ccccc1 (configuration not stated)	-2%
CC(C)CNC(=O)C1(C)CCCN1C(=O)Cc1cccc2ccccc12 (configuration not stated)	0%
Cc1cc(C)c(C(=O)c2ccccc2C(=O)O)c(C)c1	21%
COc1ccc(C2CC(=O)c3cnc4c(-c5ccc(F)cc5)c(C)nn4c3C2)cc1OC (configuration not stated)	-7%
CN(C)CCNC(=O)c1cccc(-c2cnc3c(NC=O)cc(-c4ccc(S(C)(=O)=O)cc4)cn23)c1	5%
CCc1nc2ccc(C(=O)NCCN3CCNC3=O)cn2c1N(CC)CCOC	20%

More structures
SMILES	BRCA1 expr act
CC(=O)OC[C@@H]1CN(Cc2ccccc2)C[C@H](n2cnc3c(NC4CC4)ncnc32)O1	1%
CC(C)C[C@H]1CN([C@@H](Cc2ccccc2)CN2CCC[C@H]2CN2C(=O)C(=O)NC[C@@H]2Cc2ccc(O)cc2)C(=O)C(=O)N1CC1CCCCCC1	-23%
CCOc1ccc(CNC(=O)c2ccc3c(c2)nnn3C2CCCC2)cc1	8%
N#Cc1ccc(-c2nc3c(Cl)cc(C(F)(F)F)cn3c2Cc2ccccc2C(F)(F)F)cc1	-4%
COc1ccc(-c2coc3c(C(=O)NCc4ccco4)cccc23)c(C)c1	-25%
CCOC(=O)C1CCCN(C(=O)c2cc(C#N)cs2)CC1 (configuration not stated)	9%
CCCC(C)(C)C(=O)N1CCC1(C)C(=O)NS(=O)(=O)c1ccccc1Cl (configuration not stated)	14%
COc1cc(C(CC(=O)Nc2ccc(C)c(F)c2)N2Cc3ccccc3C2=O)cc(OC)c1OC (configuration not stated)	0%
CCCNC(=O)C1(C)CCN1C(=O)c1ccccc1CCc1ccccc1 (configuration not stated)	13%
Cc1ccc2c(c1)-c1c(cnn1CC(=O)N1CCN(c3cc(Cl)ccc3C)CC1)CO2	9%
COC(=O)C1=C(C)NC(=O)C1(NC(=O)c1ccccc1C)C(F)(F)F (configuration not stated)	8%
CSCCC(C(=O)Nc1c(C)cccc1C)N1CCN(c2ccc(F)cc2)CC1 (configuration not stated)	0%
COc1ccc(-c2cc3nc(NCCNC(C)=O)n(C)c(=O)c3s2)c(C)c1	2%
COC(=O)[C@]12CCCCC=C1N(CCC1=CCCCC1)C(=O)[C@H](CC(=O)NCc1ccc(C)o1)C2	-22%
COc1cccc(Cn2cnc(-c3ccccc3OC)c2-c2cccs2)c1	-19%
OC(c1ccc(F)c(F)c1)c1ncc(-c2ccc(Cl)cc2)[nH]1 (configuration not stated)	0%
CC1(C(=O)Nc2cccc3cccnc23)CCN1C(=O)CCC1CCCC1 (configuration not stated)	15%
CC1(C(=O)Nc2cccc(Oc3ccccc3)c2)CCN1Cc1cc2ccccc2o1 (configuration not stated)	-15%
COc1ccc(C(C)(O)c2nc(-c3cccc(C(=O)O)c3)cs2)cc1 (configuration not stated)	?
COc1cccc(-c2ccc3c(N)c(C(=O)NCc4ccc(Cl)cc4)sc3n2)c1	-42%
Cc1ccccc1-c1cc2nc(NCCc3ccncc3)n(C)c(=O)c2s1	-7%
CCOC(=O)c1cc(S(=O)(=O)N2CCN(c3cccc(C)c3C)CC2)[nH]n1	-8%
COc1ccc(-c2cc(C(=O)NCc3ccccc3)c3c(-c4ccccc4)[nH]nc3n2)cc1	-7%
OC[C@@H]1CN(Cc2ccncc2)C[C@H](n2cnc3c(N4CCN(c5ccccc5)CC4)ncnc32)O1	-27%
CCc1ccc(NC(=O)CSc2nc(C)cc(COC)c2C#N)cc1	2%

7 successive compounds from above:
SMILES	BRCA1 expr act
COc1ccc(C(C)(O)c2nc(-c3cccc(C(=O)O)c3)cs2)cc1 (configuration not stated)	?
COc1cccc(-c2ccc3c(N)c(C(=O)NCc4ccc(Cl)cc4)sc3n2)c1	-42%
Cc1ccccc1-c1cc2nc(NCCc3ccncc3)n(C)c(=O)c2s1	-7%
CCOC(=O)c1cc(S(=O)(=O)N2CCN(c3cccc(C)c3C)CC2)[nH]n1	-8%
COc1ccc(-c2cc(C(=O)NCc3ccccc3)c3c(-c4ccccc4)[nH]nc3n2)cc1	-7%
OC[C@@H]1CN(Cc2ccncc2)C[C@H](n2cnc3c(N4CCN(c5ccccc5)CC4)ncnc32)O1	-27%
CCc1ccc(NC(=O)CSc2nc(C)cc(COC)c2C#N)cc1	2%

Next compounds:
SMILES	BRCA1 expr act
CCOC(=O)c1c(C)c(C(=O)NCCc2ccc(OC)cc2)c(C)n1CC	-2%
Brc1ccc2nc(-c3ccccc3)c(Cc3ccccc3)n2c1	6%
COc1ccc(C(NC(=O)C2CCN(Cc3cc(OC)cc(OC)c3)CC2)c2ccccn2)cc1 (configuration not stated)	14%
Cc1ccc(Cl)cc1N1CCN(c2nc3ccccc3c3nc(-c4cccnc4)nn23)CC1	13%
CCc1cccc(C)c1NC(=O)CN1C(=O)c2cccc3cccc1c23	-4%
CC(O)(c1cccc(F)c1)c1nc(-c2ccc(S(C)(=O)=O)cc2)cs1 (configuration not stated)	-7%
COc1ccccc1N1CCN(C(=O)Cn2ncc3ccsc3c2=O)CC1	1%
Cc1ccc(C(=O)COC(=O)C(CC(C)C)NC(=O)C2CCC(C)CC2)cc1 (configuration not stated)	-8%
COc1ccc(C2=NN(C(C)=O)C(c3cn(-c4ccccc4)nc3-c3cccs3)C2)cc1 (configuration not stated)	0%

2 entries picked at random from those above, as already listed:
SMILES	BRCA1 expr act
Cc1ccccc1-c1cc2nc(NCCc3ccncc3)n(C)c(=O)c2s1	-7%
COc1ccc(-c2cc3nc(NCCNC(C)=O)n(C)c(=O)c3s2)c(C)c1	2%
